Assay outcomes (PubChem)
DNA FID counter: compounds displacing fluorescent DNA intercalator, primary screen, artefact control for HCV NS3 helicase inhibitor project, biochemical, FID fluorescence; DNA fluorescent intercalator displacement; inhibition, % at 7.9 µM; actives 0.17% (n = 290,000); in the data active = inhibition above about 37%;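 note: 0% = vehicle and 100% = reference compound; higher means more ethidium bromide displaced from hairpin DNA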
HCV NS3 hel inh: inhibitors of HCV NS3 helicase, primary screen, biochemical, Cy5 molecular beacon fluorescence; Hepatitis C virus NS3 helicase; NS3 helicase DNA unwinding; inhibition, % at 10.9 µM; actives 0.56% (n = 290,000); AID 1800, 2009;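 active = inhibition above the mean of all tested compounds plus 3 SD, set per campaign, cut at about 35% in these data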;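 note: 0% = DMSO wells and 100% = thioflavine S control wells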
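assay system = NS3 helicase fragment of HCV | buffer or medium = MOPS pH 6.5, MgCl2, DTT, Tween20, BSA | timing = 60 min unwinding reaction at 25 °C after ATP addition | signal = Cy5 beacon fluorescence read at start and 1 h | read-out basis = % inhibition of unwinding | control set = low DMSO, high thioflavine S at 110 µM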
MEKK3 PB1 HTS: modulators of MEKK3-MEK5 PB1 binding, primary screen, biochemical, wildtype MEKK3, multiplex bead flow cytometry, Alexa488-MEK5; binding response (% of control), % at 10 µM; bead-based flow cytometry, Alexa488-MEK5 binding to MEKK3; actives lie on both sides; 0 = blocked by unlabeled MEK5, 100 = vehicle; actives 1.4% (n = 290,000); Mitogen-activated protein kinase kinase kinase 3 (Homo sapiens), Q99759;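 active = binding response more than 3 SD above or below the average of its plate-row segment, actives on both sides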;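 note: Alexa488 bead fluorescence after subtracting the streptavidin-only scavenger bead signal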
Target sequence (Q99759 whole entry, looked up): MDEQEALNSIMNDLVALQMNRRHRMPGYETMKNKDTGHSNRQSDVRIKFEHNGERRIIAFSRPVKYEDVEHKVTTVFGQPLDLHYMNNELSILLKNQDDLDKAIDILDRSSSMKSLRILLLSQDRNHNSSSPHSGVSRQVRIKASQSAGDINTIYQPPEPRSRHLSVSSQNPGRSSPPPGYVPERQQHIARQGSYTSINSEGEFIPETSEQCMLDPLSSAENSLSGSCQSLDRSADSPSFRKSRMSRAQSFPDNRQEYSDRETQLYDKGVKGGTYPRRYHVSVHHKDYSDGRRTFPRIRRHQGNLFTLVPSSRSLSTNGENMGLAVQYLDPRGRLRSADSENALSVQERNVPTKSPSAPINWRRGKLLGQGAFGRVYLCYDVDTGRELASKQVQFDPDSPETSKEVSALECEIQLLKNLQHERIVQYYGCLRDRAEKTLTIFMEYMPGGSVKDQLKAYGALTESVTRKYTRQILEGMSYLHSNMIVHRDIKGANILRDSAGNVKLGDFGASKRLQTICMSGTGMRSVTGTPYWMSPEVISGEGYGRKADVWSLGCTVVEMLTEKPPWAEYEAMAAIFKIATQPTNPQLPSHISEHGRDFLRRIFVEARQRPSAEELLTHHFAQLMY
MEKK2 WT-MEK5: modulators of MEK5 binding to wildtype MEKK2, primary screen, biochemical, multiplex bead flow cytometry, Alexa488-MEK5. Mitogen-activated protein kinase kinase kinase 2 (Homo sapiens), Q9Y2U5. Alexa488-MEK5 binding to MEKK2 WT; actives lie on both sides. binding response (% of control), % at 10 µM. actives 1.1% (n = 290,000). AID 1531, 2009; in the data active = binding response below about 67% or above about 130%
MEKK2mut PB1 HTS: MEK5 binding signal on mutant MEKK2 PB1, primary screen, biochemical, multiplex bead flow cytometry, Alexa488-MEK5 | Alexa488-MEK5 binding to MEKK2 mutant | percent response, % at 10 µM | actives 0.35% (n = 290,000) | AID 1530, 2009; in the data active = percent response above about 24%, passing the limit was not always enough; note: inactives centre near 1; some results filed as inactive read as strong as hits
GalR3 antag: GalR3 antagonists in HEK293 cells, primary screen, cell-based, fluorescence readout; inhibition, % at 3 µM; AID 651719, 2012; actives 0.44% (n = 360,000); Galanin receptor type 3 (Homo sapiens), O60755; HEK293 GalR3-CNG cAMP membrane potential fluorescence; galR3 body fused to GalR1 C-terminus;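 active = inhibition above the screen-wide average plus 3 SD, cut at about 13% in these data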;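 note: forskolin and galanin both at EC90 stimulate the cells; cAMP rise reported by CNG channel membrane potential dye signal; 0% = forskolin plus galanin with DMSO and 100% = forskolin alone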
Target sequence (O60755 1-299 limits assumed): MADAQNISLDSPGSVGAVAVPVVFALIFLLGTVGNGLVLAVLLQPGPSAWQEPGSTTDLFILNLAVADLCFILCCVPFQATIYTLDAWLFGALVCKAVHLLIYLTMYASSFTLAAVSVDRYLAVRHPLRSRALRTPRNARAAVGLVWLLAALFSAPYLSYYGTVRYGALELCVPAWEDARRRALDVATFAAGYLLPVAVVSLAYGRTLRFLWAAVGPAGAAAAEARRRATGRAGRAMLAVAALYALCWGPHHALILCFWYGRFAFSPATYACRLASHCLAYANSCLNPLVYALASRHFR
UBC9 SUMO inh: inhibitors of in vitro SUMOylation cascade, primary screen, biochemical, HTRF, uHTS. SUMO-conjugating enzyme UBC9 (Homo sapiens), P63279. HTRF SUMOylation assay, SAE1/SAE2 + UBC9. inhibition, % at 35 µM. actives 0.36% (n = 290,000). AID 2006, 2009; in the data active = inhibition above about 50%, passing the limit was not always enough; note: strong numbers were not always called active
Target sequence (P63279 whole entry, looked up): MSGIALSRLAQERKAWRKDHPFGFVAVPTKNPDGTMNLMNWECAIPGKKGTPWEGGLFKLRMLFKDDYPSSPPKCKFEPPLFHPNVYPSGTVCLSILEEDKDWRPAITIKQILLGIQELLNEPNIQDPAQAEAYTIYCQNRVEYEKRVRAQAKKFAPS
CRFR2-BP antag: antagonists of CRF-BP/CRF-R2 complex, primary screen, cell-based, HEK293, calcium dye fluorescence, uHTS. CRF-induced calcium fluorescence. inhibition, % at 11.8 µM. actives 0.59% (n = 350,000);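 active = inhibition of the ligand-induced calcium signal above about 50% at the single tested concentration, limit read from the data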
CRFBP-R2 agonist: agonists of CRF-BP/CRF-R2 complex, primary screen, cell-based, HEK293, calcium dye fluorescence, uHTS. CRF-binding protein / CRF receptor 2 complex (human). actives 0.46% (n = 350,000). calcium dye fluorescence (FLIPR); percent of saturating CRF peptide response. activation, % at 13.2 µM;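 active = activation of at least 50%, plus an integration ratio under a set limit after plate pattern correction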;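 note: plate controls were neutral control wells without compound for no effect and CRF at EC100 for full effect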
* marks the source's active call; other numbers are inactive results; x = no result given; [ ] = remark or other dose. A portion of the library; rates above refer to the full screens.

mol | DNA FID counter | HCV NS3 hel inh | MEKK3 PB1 HTS | MEKK2 WT-MEK5 | MEKK2mut PB1 HTS | GalR3 antag | UBC9 SUMO inh | CRFR2-BP antag | CRFBP-R2 agonist
COc1cc2c(cc1/C=C1/NC(=O)N(c3ccccc3)C1=O)OCO2 | 1 | -1 | 120 | 103 | -1 | -9 | -1 | -71 | -1.3
C/C(=C/CCC(C)[C@H]1CC[C@@]2(C)C3=C(CC[C@]12C)[C@@]1(C)CCC(=O)C(C)(C)[C@@H]1CC3)C(=O)O (stereo partly specified) | -17 | 18 | 107 | 95 | 4 | -5 | -12 | -6 | 16
CC(C)(C)c1ccc(C(=O)c2c[nH]c(C(=O)NCCCn3ccnc3)c2)cc1 | 29 | -91 | 88 | 99 | -5 | -7 | 12 | -6 | -0.1
COC(=O)C1C(O)=C(C(C)=N)C(=O)CC1(C)C (stereo unspecified) | 0 | 1 | 103 | 105 | 17 | -2 | 16 | 15 | -2.7
C=CCn1c(N)c(-c2nc3ccccc3n2C)sc1=S | 0 | -10 | 94 | 95 | 0 | -2 | 10 | -15 | -3.3
CCOC(=O)c1cccc(Nc2nc(C)cc(C)n2)c1 | -5 | 3 | 113 | 118 | 14 | 0 | 8 | 1 | 0.8
Cc1nc2c3cc(F)ccc3n(CCN3CCCCC3)c2s1 | 13 | 2 | 102 | 112 | 7 | 2 | 24 | 1 | -0.7
CCOP(=O)(c1ccccc1)C1(C#N)CC1 (stereo unspecified) | -2 | 4 | 100 | 97 | 3 | -6 | -9 | -2 | -1.2
CSc1ccc(Cn2nnc(C(=O)NCCc3ccc(Cl)cc3)c2N)cc1 | -5 | -5 | 106 | 103 | -2 | -3 | 5 | 11 | 7.1
O=C(N/N=C\c1ccccn1)C1COc2cc3ccccc3cc2O1 (stereo unspecified) | -5 | -7 | 102 | 105 | 10 | -2 | -4 | 6 | -1.2
Cc1nc(N2CCN(C(=O)c3ccco3)CC2)c2c3c(sc2n1)CCC3 | -21 | 3 | 114 | 109 | 5 | -4 | -3 | -11 | -0.5
Cc1cn(C(=O)c2ccccc2)c(=S)n1-c1ccc(Br)cc1 | -8 | -6 | 112 | 106 | -3 | -5 | -3 | -35 | 3.9
COc1cc(C)c(C(=O)CSc2nnc(CNC(=O)c3ccco3)n2C)cc1C | -26 | 6 | 94 | 93 | -3 | -9 | 19 | -1 | -0.6
CCCCNC(=O)COC(=O)c1ccc(Cl)c(S(N)(=O)=O)c1 | 1 | 6 | 108 | 108 | 5 | 0 | -16 | 11 | -0.4
CC(=O)c1c(C)[nH]c(C(=O)NC2=NCCS2)c1C | 3 | -7 | 2.0*[inhibitor] | 3.0*[inhibitor] | -14 | -2 | 18 | 2 | -0.5
O/N=C/Cc1[nH]c2ccccc2c1-c1ccccc1 | 2 | 7 | 104 | 103 | -3 | -12 | -6 | 10 | -1.3
CCn1c(SCC(=O)N2CCCC2)nc2c(c1=O)SC(C)C2 (stereo unspecified) | 0 | 5 | 106 | 107 | 4 | x | -4 | 12 | -0.5
Cc1nc(C(C)NC(=O)CCc2nnc(Cc3c[nH]c4ccccc34)o2)cs1 (stereo unspecified) | -9 | -5 | 99 | 99 | -4 | -10 | 5 | -6 | -0.2
Cc1cc(OCc2cc(C(=O)NC(C)c3c(C)nn(C)c3C)no2)cc(C)c1Cl (stereo unspecified) | -48 | -19 | 104 | 108 | 4 | -11 | -1 | -5 | 1.0
CC(C)N1C(=O)S/C(=C\c2ccc(-c3ccc(Cl)c(C(=O)O)c3)o2)C1=O | -11 | 24 | 104 | 98 | 2 | -1 | 13 | 0 | 1.4
COC(=O)[C@H]1C2CCC(C(=O)OC)(CC2)[C@H]1C(=O)OC | -3 | 0 | 88 | 96 | -4 | -2 | -33 | -6 | -2.4
O=c1[nH]ncc2c3ccccc3n(Cc3ccccc3)c12 | -9 | -12 | 102 | 102 | 1 | 8 | 8 | -5 | -0.3
COc1ccccc1-c1c(C)nn2c(N)c(-c3ccccc3)cnc12 | -33 | 14 | 106 | 103 | 3 | -6 | 6 | -3 | -3.0
O=S(=O)(NCC(c1cccnc1)N1CCN(c2ccc(F)cc2)CC1)c1cccs1 (stereo unspecified) | -11 | 1 | 114 | 118 | 7 | x | -10 | -14 | 8.4
O=C(c1cc2c(ccc3ccccc32)oc1=O)N1CCN(CCO)CC1 | 1 | 8 | 100 | 99 | -1 | -1 | 3 | 6 | -0.1

Profiles, quoted from the list. Order of values: DNA FID counter	HCV NS3 hel inh	MEKK3 PB1 HTS	MEKK2 WT-MEK5	MEKK2mut PB1 HTS	GalR3 antag	UBC9 SUMO inh	CRFR2-BP antag	CRFBP-R2 agonist
Results for C=CCn1c(N)c(-c2nc3ccccc3n2C)sc1=S → 0	-10	94	95	0	-2	10	-15	-3.3
Results for O=c1[nH]ncc2c3ccccc3n(Cc3ccccc3)c12 → -9	-12	102	102	1	8	8	-5	-0.3

Later entries:
mol | DNA FID counter | HCV NS3 hel inh | MEKK3 PB1 HTS | MEKK2 WT-MEK5 | MEKK2mut PB1 HTS | GalR3 antag | UBC9 SUMO inh | CRFR2-BP antag | CRFBP-R2 agonist
N#Cc1ccc(-c2csc(NNC(=O)c3ccccc3)n2)cc1 | 3 | -8 | 88 | 90 | -9 | 1 | -7 | 15 | 0.3
Cn1c(=O)c(=O)n(C)c2cc(S(=O)(=O)N3CCCCC3)ccc21 | 0 | -9 | 96 | 100 | -1 | -4 | 10 | -25 | 13
CCCNC(=O)c1onc(CSc2ccc(Cl)cc2)c1C(=O)NCCOC | x | x | 101 | 102 | 0 | -5 | x | -2 | -1.1
Cc1cc(N)ccc1-n1c(C)ccc1C | -32 | -3 | 91 | 90 | -7 | -6 | 20 | 8 | -0.6
O=C(COc1ccc([N+](=O)[O-])cc1)Nc1nnc(-c2cccnc2)s1 | -2 | 10 | 100 | 96 | 4 | -5 | 31 | 4 | -1.6
CC(C)(C)c1ccc(C(CC(=O)O)NC(=O)Cc2ccc(F)cc2)cc1 (stereo unspecified) | -34 | 21 | 103 | 105 | 2 | x | -13 | x | x
O=C(COC(=O)c1cccc(S(=O)(=O)N2CCc3ccccc32)c1)NCc1ccco1 | -6 | 14 | 94 | 93 | -5 | 4 | 3 | 0 | -1.9
CCOc1ccc(OCCCC(=O)NC2=NCCS2)cc1 | -4 | -9 | 97 | 98 | -9 | -4 | -5 | -15 | -0.3
CCOC(=O)c1c(C)nc2sc(C(N)=O)c(N)c2c1-c1ccc(OC)cc1 | -27 | -1 | 98 | 97 | -2 | 2 | 16 | -8 | -1.3
O=C(CCCC(=O)N(CC(=O)NC1CCCC1)Cc1ccccc1)Nc1ccccn1 | -13 | 0 | 101 | 100 | 2 | -3 | 12 | -8 | -0.9
CCc1c(C)nc2c(-c3ccccc3)c(-c3ccccc3)[nH]n2c1=O | -16 | -5 | 100 | 101 | 0 | -10 | 5 | 9 | 0.5
O=[N+]([O-])c1ccc2sc(SCc3nc4ccccn4c3Br)nc2c1 | -1 | 3 | 138* | 104 | 0 | x | -15 | x | x
O=C(Nc1ccc2oc(=O)ccc2c1)c1ccc(-c2ccc(Cl)cc2)o1 | -4 | 4 | 100 | 98 | -1 | -1 | 22 | 19 | -1.0
Cc1ccnc(SC2CC(=O)N(c3ccc(F)cc3)C2=O)n1 (stereo unspecified) | -2 | 4 | 105 | 106 | 4 | 0 | 3 | 9 | 2.5
C=C(C)n1c(=O)n(Cc2ccccc2C)c2ccccc21 | -23 | -9 | 101 | 105 | 3 | -7 | 11 | 9 | -9.7
COc1cc(/C=N/Nc2nc3ccccc3[nH]2)cc(Br)c1OCC(=O)N(C)C | -5 | -10 | 102 | 113 | -1 | -5 | 15 | -14 | -0.3
O=C(Nc1cccc(-c2csc(Nc3ccccc3)n2)c1)c1ccccc1 | x | x | 109 | 93 | 3 | -4 | -10 | 3 | -1.3
COc1ccccc1NC(=S)N/N=C/c1cccc(C)c1 | -13 | -5 | 119 | 100 | 0 | -4 | -2 | -26 | 0.5
COC(=O)CSC1=C(C#N)C(c2ccc(Cl)cc2)C(C(=O)OC)C(=O)N1 (stereo unspecified) | -17 | 8 | x | x | x | 4 | -25 | 58* | -1.4
CCOC(=O)C1CCN(c2nc(-c3ccccc3)nc3c2oc2ccccc23)CC1 | -15 | 4 | 97 | 99 | -2 | 0 | -2 | 4 | 9.5
O=C(CN(C(=O)c1csnn1)c1ccc(F)cc1)NCCc1ccccc1 | -17 | -10 | 103 | 108 | 6 | -8 | -7 | -7 | 0.0
C=CCn1c(-c2csc(-c3ccc(Cl)cc3)n2)n[nH]c1=S | -6 | 2 | 103 | 98 | 0 | 3 | -4 | -11 | -3.6
CC(OC(=O)c1ccccc1CCc1ccccc1)C(N)=O (stereo unspecified) | -22 | 25 | 108 | 104 | 0 | -10 | -12 | -6 | -2.5
CC(=O)Nc1ccc(OCC(O)Cn2cnc3ccccc32)cc1 (stereo unspecified) | -3 | 1 | 99 | 96 | -1 | 2 | -4 | 13 | -2.7
CC1(C)CC(=O)c2cc(OCC(=O)NCCCN3CCN(c4ccccc4F)CC3)ccc2O1 | 10 | -8 | 101 | 109 | 9 | -8 | 11 | -15 | 0.1
Brc1ccc(-c2cnco2)cc1 | -2 | 4 | 99 | 100 | -2 | -3 | 21 | -9 | 4.0
CC(=O)Nc1ccc(S(=O)(=O)N(Cc2ccccc2)c2ccccc2)cc1 | -8 | 7 | 102 | 100 | -3 | -2 | -30 | 1 | 1.3
COc1cccc(CC2(CO)CCCN(CC3=Cc4cc(Cl)ccc4OC3)C2)c1 (stereo unspecified) | 3 | -30 | 105 | 94 | -8 | 0 | -7 | -11 | -2.4
Cc1cccc(NC(=O)Cn2cc(C(=O)C3CC3)c3ccccc32)c1C | -21 | -18 | 100 | 93 | 0 | -10 | 21 | 2 | -0.3
CCn1c(Cc2ccccc2)nnc1SCC(=O)OC(C)C | -7 | 2 | 99 | 104 | 5 | x | 29 | 5 | 1.5
Cc1ccc(S(=O)(=O)N(C)CC(=O)Nc2nnc(CC(C)C)s2)cc1 | -43 | -2 | 104 | 102 | -2 | -1 | 3 | -3 | -2.9
COc1cccc(CC(NC(C)=O)C(=O)NC2CCN(S(=O)(=O)c3ccc(NC(C)=O)cc3)CC2)c1OC (stereo unspecified) | -30 | -4 | 97 | 100 | 2 | -4 | 13 | 5 | -0.1
Cc1nc(-c2ccccc2)nc2sc(C(=O)c3ccc(F)cc3)c(N)c12 | 4 | -2 | 99 | 96 | -2 | -1 | 11 | -18 | 14
Cc1ccc(C(OCC(O)CN2CCCCC2)c2ccccc2)cc1 (stereo unspecified) | 11 | -53 | 97 | 120 | 2 | -11 | 8 | -7 | -0.4
